Screening data deposited in PubChem BioAssay by National Center for Advancing Translational Sciences (NCATS).
SMN2 splice enh – SMN2 splice variant enhancement. HEK293 SMN2-luciferase splicing reporter, luminescence, 30-36 h. Potency, µM (series often up to 46.1 µM), for inactives: at the top dose activity change, positive = activation, most hits filed as activators. 2.8% of 210,000 active. AID 1458; also: potency is read from the fitted curve at half-maximal effect; % of control where 0% means no effect; nearly all actives have a fitted effect of over 55% in size
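HEK293 cells carry an SMN2 minigene-luciferase reporter in which exon 7 inclusion puts luciferase in frame. Cells were seeded at 2000 cells/well, attached for 10-12 hours, then exposed to compounds for 30-36 hours at 37C before ONE-Glo luminescence.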
HttQ103 aggreg – inhibitors of mutant huntingtin aggregate formation in PC12 cells; PC12 HttQ103-GFP aggregates, Acumen cytometry, 40 h; Potency, µM (top dose mostly 46.1 µM), without a hit: at the highest dose activity change, negative = inhibition, actives largely listed as inhibitors; 1.1% of 220,000 active; AID 1688; also: potency is read from the fitted curve at half-maximal effect; % is scaled to controls: 0 for no effect and ±100 for the full control effect; nearly all actives have a fitted effect of over 60% in size
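PC12/HTTQ103-GFP, ecdysone-inducible; teb 100 nM; cpd qHTS titration; GFP aggregates read on laser cytometer, Ex 488/Em 500-530 nm.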
HTT cytoprotect – protects HTT-Q103 PC12 cells, measured by ATP. PC12 HTT-Q103 induced, cytoprotection, ATP luminescence, 40 h. 0.14% of 230,000 active. AID 1471. Potency, µM (titrated, usually from 56.4 µM), without a hit: cytoprotection (ATP increase), hits mostly activators;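 also: potency is read from the fitted curve at half-maximal effect; % of control where 0% means no effect; nearly all actives have a fitted effect of over 45% in size; toxic huntingtin expression switched on by the ecdysone agonist tebufenozide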
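ATP quantification (ATPlite) reports survival of PC12 cells in which tebufenozide, 100 nM final, switches on Htt exon 1 with 103 glutamines linked to GFP; compounds are titrated.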
Lamin A splicing – LMNA splicing modulation. HeLa LMNA splicing GFP/RFP minigene ratio, 48 h. Potency, µM (titrated, usually from 46.1 µM), for inactives: top-dose ratio change, negative = inhibition, usual class: inhibitors. 0.01% of 200,000 active. AID 1487; active = well fitted inhibition curve with a large enough effect in the signal ratio, with a control signal flat, not every such curve was filed as active; inconclusive = small, poorly fitted or top-dose-only effect, or effect the other way, or a change in a side signal; the % refers to the signal ratio; also: potency is read from the fitted curve at half-maximal effect; % is scaled to controls: 0 for no effect and ±100 for the full control effect
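S3 HeLa cells stably expressing lamin A-EGFP splicing minigene plus DsRed2, 600 cells/well, 48 h compound exposure at 37C. Laser-scanning cytometry; analysed as GFP (500-530 nm)/RFP (575-640 nm) total intensity ratio; 0.5% DMSO vehicle.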
IMPase Li inh – membrane-permeable IMPase blocker, potentiated with lithium; CHO-M1 cells, IP1 TR-FRET (IP-One), carbachol + lithium; Potency, µM (doses to about 59.4 µM), for inactives: at the highest dose activity, negative = IMPase inhibition, most hits filed as inhibitors; 0.35% of 210,000 active;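 also: IP1 builds up when IMPase is blocked and the TR-FRET signal falls; potency is read from the fitted curve at half-maximal effect; plate controls were basal vehicle for no effect and high inhibitor control for full effect; nearly all actives have a fitted effect of over 50% in size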
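Concentration–response in CHO-M1 cells, lithium-potentiated; 30 min at 37C. IP1 detected by competitive TR-FRET after 10 min lysis at RT. Hill-fitted AC50.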
CBFb-RUNX1 inh – inhibitors of human CBF-beta and RUNX1 interaction | Q01196+Q13951 | Potency, µM (series often up to 59.8 µM), without a hit: at the highest dose activity, negative = inhibition, usual class: inhibitors | AlphaScreen CBFb-His/RUNX1-biotin binding, biochemical | 230,000 tested, under 10 active; also: % of control where 0% means no effect
Target sequence (Q01196 whole entry, looked up): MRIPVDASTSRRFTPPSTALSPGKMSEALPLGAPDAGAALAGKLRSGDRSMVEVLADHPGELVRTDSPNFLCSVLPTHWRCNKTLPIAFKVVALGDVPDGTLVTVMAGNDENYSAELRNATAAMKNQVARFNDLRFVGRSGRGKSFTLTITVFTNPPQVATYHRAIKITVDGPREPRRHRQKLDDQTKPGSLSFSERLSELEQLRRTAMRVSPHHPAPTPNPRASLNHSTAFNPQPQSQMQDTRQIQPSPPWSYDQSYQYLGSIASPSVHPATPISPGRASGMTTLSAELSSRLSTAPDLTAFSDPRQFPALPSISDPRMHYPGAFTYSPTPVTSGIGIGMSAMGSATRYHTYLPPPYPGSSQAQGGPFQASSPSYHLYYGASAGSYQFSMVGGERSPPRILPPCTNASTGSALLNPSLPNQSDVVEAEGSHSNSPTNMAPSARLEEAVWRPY
Target sequence (Q13951 whole entry, looked up): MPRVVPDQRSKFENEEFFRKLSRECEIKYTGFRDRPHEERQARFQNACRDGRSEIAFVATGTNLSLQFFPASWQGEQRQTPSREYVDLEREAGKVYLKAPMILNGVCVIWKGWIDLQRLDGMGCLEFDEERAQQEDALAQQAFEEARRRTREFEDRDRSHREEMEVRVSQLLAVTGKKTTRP
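His-tagged CBF-beta and biotinylated RUNX1 (30 nM each) were premixed 20 min at room temperature, exposed to compound for 15 min, then given nickel-chelate and streptavidin AlphaScreen beads (50 ng each). After 90 min, AlphaScreen signal was read.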
KinaseGlo FLuc – Kinase-Glo luciferase inhibition (counter-screen); Q27757; Kinase-Glo luciferase, ATP luminescence, 8 min; Potency, µM (top dose mostly 38.3 µM), inactives show top-dose activity change, negative = inhibition, actives largely listed as inhibitors; 0.28% of 200,000 active; AID 1379; also: potency is read from the fitted curve at half-maximal effect; % is scaled to controls: 0 for no effect and ±100 for the full control effect; nearly all actives have a fitted effect of over 60% in size
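Light output from Kinase-Glo luciferase with luciferin and 10 uM ATP in 50 mM imidazole pH 7.2, KCl, MgCl2, Tween 20, BSA; compound pin-delivered, 8-min ambient incubation, then luminescence read.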
* marks the source's active call; other numbers are inactive results; ? = inconclusive; nt = no result given; & = joins results of further samples; [ ] = dose if it differs, or a comment. Unless noted, calls follow the shape of the dose curve; as a rule, active = well fitted curve in the direction sought with a large enough effect; inconclusive = small, poorly fitted or top-dose-only effect, or another doubt; inactive = no such curve, though single readings can be large; an effect the other way counts as inactive or inconclusive.

Results follow in this order: SMN2 splice enh, HttQ103 aggreg, HTT cytoprotect, Lamin A splicing, IMPase Li inh, CBFb-RUNX1 inh, KinaseGlo FLuc
- CS(=O)(=O)N1CC(C(=O)NC2CCCC2)Oc2ccc(Cl)cc21 (configuration not stated)
→ -23%, 6%, 15%, -8%, -11%[38.3 µM], -1%, 0%
- CCCOc1c(Cl)cc(/C=N/O)cc1OCC
→ -19%, ?, 8%, -2%, 81%[activator][38.3 µM], -9%, -1%
- Nc1nc(-c2cccc([N+](=O)[O-])c2)cc(-c2cc(-c3cccc([N+](=O)[O-])c3)nc(N)n2)n1
→ 2%[9.22 µM], nt, 0%[10 µM], nt, 1%, nt, -2%[7.66 µM]
- NC(=O)c1nnn(-c2ccc([N+](=O)[O-])cc2)c1-c1ccccc1
→ nt, -5%[9.22 µM], 13%[10 µM], nt, nt, 10%, nt
- COc1ccc(-c2n[nH]c(C)c2-c2ccc(Cl)cc2)c(O)c1
→ -16%, -12%, -12%, 6%[0.0737 µM], 2%[38.3 µM], -4%, -2%
- Cc1cccc(C)c1Nc1c(-c2ccc(N3CCOCC3)cc2)nc2ncccn12
→ 0%&-5%, 12%, nt, -5%, -13%, 23%[2.36 µM], -6%
- CCCn1c(=O)c(C(=O)Nc2ccccc2)c(O)c2ccccc21
→ -20%, ?, 20%[1.9 µM], -15%, 4%, 9%, -2%
- CCCC(=O)Nc1cc2c(cc1C(C)=O)OCCO2
→ 1%, 1%, 0%[10 µM], 1%[46 µM], 1%, 4%, -1%
- O=S(=O)(c1ccc2ccccc2c1)N1CCCCCC1
→ nt, 35%[9.22 µM], 17%[10 µM], nt, 19%, 2%, 1%
- O=C1CCC(C(=O)NC2(C(=O)NC3CCCCC3)CCCCC2)N1 (configuration not stated)
→ -7%, 21%, 12%, 19%, 9%[38.3 µM], 3%, 0%
- COc1ccc(-c2cnnc(N/N=C/c3ccc(-c4ccc([N+](=O)[O-])cc4)o3)n2)cc1
→ -8%, 5%, nt, nt, 1%, -6%, -1%
- O=C(C1CCCN(S(=O)(=O)c2cccnc2)C1)N1CCN(c2ccccn2)CC1 (configuration not stated)
→ -4%, 15%, -19%[10 µM], ?, 14%, -1%, -2%
- CC(=O)NCCn1c(SCC(=O)Nc2ccc(C)cc2)nc2ccccc2c1=O
→ -42%, 24%, -14%, ?, 0%, 2%, 4%
- COc1ccc(Oc2ccc(N/C=C3/CCCC3=O)cc2)cc1
→ -10%[1.84 µM], 17%, -35%[10 µM], ?, 7%, -5%, -1%
- CC(C)(C)C1(O)CC(C(F)(F)F)=NN1C(=O)CCCc1ccccc1 (configuration not stated)
→ -5%, 8%, -15%, ?, 0%, 1%, -2%
- CN(C)CC[C@H](c1ccc(Cl)cc1)c1ccccn1
→ -16%[20.6 µM], nt, ?, -7%, 16%, 14%[21.7 µM], -1%[17.1 µM]
- COc1cc2c3c(c1)c(C1=NC(=S)NC1=O)c(O)n3C(C)(C)C=C2C
→ -11%, 8%[9.22 µM], -9%, 4%, 8%[38.3 µM], -6%, -1%
- COc1ccc(OC)c(NC(=O)CSc2nc3ccccc3c(=O)n2CCNC(C)=O)c1
→ -5%, -29%, 22%[10 µM], -18%, 6%, 2%, 1%
- COc1cccc(N2C(=O)N(c3ccccc3)C3CS(=O)(=O)CC32)c1 (configuration not stated)
→ 5%, -14%, 12%, 1%, 0%[38.3 µM], 1%, -5%
- NCCOc1ccccc1OCCN
→ -11%, 4%, 18%[10 µM], 16%[46 µM], -2%, 6%, 7%
- CN1OC2C(=O)N(c3ccccc3)C(=O)C2C1c1ccc(F)cc1 (configuration not stated)
→ nt, 17%, -34%, 2%, nt, 3%, nt
- Cc1ccc(Cn2nnc3c(=O)[nH]c(C4CCN(C(=O)c5cccs5)CC4)nc32)cc1
→ 11%, 19%, 4%[1.9 µM], 14%, 24%[38.3 µM], 3%, -4%
- Cc1cccc(NC(=O)c2cc(N3C(=O)CCC3=O)ccc2Cl)n1
→ -9%, 3%, -16%, 6%, 7%[38.3 µM], 5%, -3%
- NC(=O)CC[C@H](NC(=O)OCc1ccccc1)C(=O)OCc1ccc(Cl)cc1
→ 2%, -4%, nt, 6%, 26%, -1%, -2%
- O=C(COC(=O)c1cccc(C(F)(F)F)c1)NCc1ccc(Cl)cc1
→ 4%, 14%, 20%[10 µM], -1%, -1%, 13%, -2%
- CC(C)(C)NC(=O)CSc1nc(O)cc(=O)n1-c1ccccc1
→ 1%, 3%, 10%, -2%, 19%[38.3 µM], 6%, 4%
- Cc1nc(SCC(=O)NC(=O)NCc2ccco2)nc(C)c1C
→ 1%, -1%, 7%[10 µM], 11%[46 µM], -2%, -18%, -3%
- COc1ccc(NC(=S)NC(=O)c2ccccc2Cl)cc1
→ nt, -17%, 20%, nt, -5%, 4%, -1%
- S=C(NCCc1ccccc1)N1CCCCC1
→ 11µM*, ?, 21%[10 µM], nt, -2%, 3%, 0%
- CCOC(=O)C1(CC2CCCCO2)CCN(Cc2cc(F)ccc2-n2cccn2)CC1 (configuration not stated)
→ nt, 12%[9.22 µM], 15%[10 µM], 18%[46 µM], 4%, -6%, -2%

A second format for some results above:
> NC(=O)CC[C@H](NC(=O)OCc1ccccc1)C(=O)OCc1ccc(Cl)cc1
  SMN2 splice enh: 2%; HttQ103 aggreg: -4%; HTT cytoprotect: nt; Lamin A splicing: 6%; IMPase Li inh: 26%; CBFb-RUNX1 inh: -1%; KinaseGlo FLuc: -2%

> O=C(COC(=O)c1cccc(C(F)(F)F)c1)NCc1ccc(Cl)cc1
  SMN2 splice enh: 4%; HttQ103 aggreg: 14%; HTT cytoprotect: 20%[10 µM]; Lamin A splicing: -1%; IMPase Li inh: -1%; CBFb-RUNX1 inh: 13%; KinaseGlo FLuc: -2%

> CC(C)(C)NC(=O)CSc1nc(O)cc(=O)n1-c1ccccc1
  SMN2 splice enh: 1%; HttQ103 aggreg: 3%; HTT cytoprotect: 10%; Lamin A splicing: -2%; IMPase Li inh: 19%[38.3 µM]; CBFb-RUNX1 inh: 6%; KinaseGlo FLuc: 4%

> Cc1nc(SCC(=O)NC(=O)NCc2ccco2)nc(C)c1C
  SMN2 splice enh: 1%; HttQ103 aggreg: -1%; HTT cytoprotect: 7%[10 µM]; Lamin A splicing: 11%[46 µM]; IMPase Li inh: -2%; CBFb-RUNX1 inh: -18%; KinaseGlo FLuc: -3%

(list continues)
SMILES	SMN2 splice enh	HttQ103 aggreg	HTT cytoprotect	Lamin A splicing	IMPase Li inh	CBFb-RUNX1 inh	KinaseGlo FLuc
O=c1ccn([C@@H]2O[C@H](COP(=O)(O)O)[C@@H](O)[C@H]2O)c(=O)[nH]1	-4%	nt	-47%[inhibitor]	nt	-4%	3%	nt
Cn1c(=O)c2c(nc(N3CCOCC3)n2CC(=O)C23CC4CC(CC(C4)C2)C3)n(C)c1=O	16%	4%	-12%[0.074 µM]	14%	30%[38.3 µM]	0%	0%
C/C=C/C(=O)OCC(=O)Nc1nc2ccc(C)cc2s1	17%	-21%	1%[10 µM]	-6%	35%[activator][38.3 µM]	-3%	14%
CCOC(=O)CN1CC23C=CC(O2)C(C(=O)Nc2ccc(OC)cc2OC)C3C1=O (configuration not stated)	4%	4%	15%[10 µM]	?	4%	27%	3%
CCOc1ccc2cc(C#N)c(SCC(=O)NC(C)CC)nc2c1 (configuration not stated)	8%	6%	-16%[10 µM]	-24%	3.5µM*	1%	-1%
COc1ccc(S(=O)(=O)NC(C)C)cc1-n1cnnn1	nt	7%[9.22 µM]	-3%[10 µM]	-3%&-7%[46 µM]	-2%	12%	-3%
COc1ccc2[nH]c3c(=O)n(CCCCC(=O)N4CCCC4)c(=S)[nH]c3c2c1	-31%[inhibitor]	11%	-6%	-2%	-12%[38.3 µM]	2%	-9%
O=C(Nc1cccs1)Nc1ccccc1Br	nt	?	-84%	nt	10%	-11%	nt
Cc1cc(C)n2nc3nc(N4CCCC4)nc(-c4ccccc4)c3c2n1	37%	1%	-10%	-13%	3%[38.3 µM]	12%	-1%
C=C(C)C(=O)Nc1nnc(-c2cccs2)s1	-3%	?	-1%[10 µM]	?	-1%	-2%	-3%
COc1ccc(C(=O)NCc2nnc(SCC(=O)Nc3cccc(F)c3)o2)cc1	-2%	5%	-12%	nt	7%	2%	7%
CCc1ccccc1NC(=O)CN(C)C(=O)CSc1nn(-c2ccc(F)cc2)c(=S)s1	5%	11%	32%[10 µM]	-5%	-4%	-5%	-1%
COC(=O)c1c(CSc2ccc(Cl)cc2)noc1C(=O)NCc1ccco1	-11%	-8%	-11%	?	19%[38.3 µM]	-3%	1%
Cc1c(NC(=O)CCCN2C(=O)c3cccc4cccc(c34)C2=O)c(=O)n(-c2ccccc2)n1C	-4%	6%	nt	nt	9%	-2%	-3%
CCc1nn(-c2ccccc2)c(N)c1-c1ccc(OC)c(OC)c1	8%	20%	-7%	9%	27%[38.3 µM]	0%	1%
c1ccc2c(Nc3nnc(-c4ccncc4)s3)cccc2c1	?	-15%	-62%[inhibitor]	-14%	17%[38.3 µM]	-3%	-13%
CCn1c(SCC(=O)O)nnc1C1CCCCC1	?	-12%	10%[10 µM]	4%	23%[38.3 µM]	7%	-3%
CC1=C(C(=O)OCc2ccccc2)C(c2ccsc2)NC(=O)N1C (configuration not stated)	-15%	-17%	-45%	?	-2%	5%	2%
C=C(C)C1CC=C(C)/C(=N\NC(=O)CNc2cccc3ccccc23)C1 (configuration not stated)	nt	20%	22%[10 µM]	-10%	nt	-1%	nt
O=C(Nc1cccc(O)c1)N1CCOCC1	17%	2%	-7%[10 µM]	-10%	6%	-3%	-4%
Cc1ccc(-c2noc(CCCC(=O)N3CCOCC3)n2)cc1	-30%	?	-19%	?	6%[38.3 µM]	2%	15%
CCC(=O)Nc1cc(C(F)(F)F)ccc1N1CCOCC1	-15%	-8%	-6%	-7%	-4%[38.3 µM]	3%	0%
Cc1ccc(C(=O)NC(=S)Nc2ccc(NC(=O)c3cccc(Cl)c3)cc2)cc1	?	-9%	11%[10 µM]	-12%	-13%	2%	1%
